Screening data as filed in PubChem BioAssay.
Rpn11 block – Rpn11 (human) deubiquitinase inhibition; human 26S proteasome, Ub4-pepOG fluorescence polarization; 20S core pre-blocked with epoxomicin; calls only at 20 µM; 360,000 compounds, 0.59% hits; AID 588493; O00487;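 active = inhibition at 20 µM, scaled to each plate's controls, above about 33%, limit read from the data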
Target sequence (O00487 whole entry, looked up): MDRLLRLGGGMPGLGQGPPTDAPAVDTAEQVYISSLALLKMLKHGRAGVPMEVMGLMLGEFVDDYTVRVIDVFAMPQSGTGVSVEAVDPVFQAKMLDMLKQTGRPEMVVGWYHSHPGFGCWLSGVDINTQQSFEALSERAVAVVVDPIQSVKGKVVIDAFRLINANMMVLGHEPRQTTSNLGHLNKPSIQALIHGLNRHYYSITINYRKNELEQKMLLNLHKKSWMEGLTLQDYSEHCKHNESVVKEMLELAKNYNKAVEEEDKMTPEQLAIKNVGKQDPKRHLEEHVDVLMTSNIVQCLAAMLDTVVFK
Neddylation inh – blocks human cullin neddylation. P61081+Q13564. TR-FRET cullin neddylation, biochemical. calls only at 25 µM. 360,000 compounds, 0.58% hits. AID 651699; in the data active = inhibition above about 36%
SUMO1 PPI mod – modulators of human SUMO1-mediated protein-protein interactions. AID 602429. P63165. 360,000 compounds, 0.33% hits. inhibition, % at 20 µM. SUMO1 binding to a labelled peptide, TR-FRET, 1 h; in the data active = inhibition above about 37%
Target sequence (P63165 whole entry, looked up): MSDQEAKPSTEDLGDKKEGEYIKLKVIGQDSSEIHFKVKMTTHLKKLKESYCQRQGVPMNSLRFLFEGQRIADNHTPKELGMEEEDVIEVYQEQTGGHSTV
DNMT1 block – inhibitors of human DNMT1; 360,000 compounds, 0.83% hits; P26358; inhibition (reported as % activation of signal), % at 10 µM; DNMT1 molecular beacon, Hinp1I cleavage, fluorescence; in the data active = inhibition above about 50%
Rin1 Abl inh – human Rin1-Abl interaction inhibition. inhibition, % at 7.35 µM. TR-FRET Rin1/Abl binding, biochemical. P00519+Q13671. 360,000 compounds, 0.4% hits; in the data active = inhibition above about 5%, passing the limit was not always enough
NadD inh – inhibitors of Staphylococcus aureus NadD | AID 602399 | 360,000 compounds, 0.78% hits | inhibition, % at 20 µM | purified NadD enzyme, colorimetric absorbance read-out; in the data active = inhibition above about 26%; also: some compounds past the cut are filed as inactive
Scp-1 inhibitor – blocks human Scp-1 phosphatase activity. Q9GZU7. Recombinant Scp1, phosphopeptide, malachite green phosphate absorbance. inhibition, % at 20 µM. 340,000 compounds, 0.88% hits. AID 493091;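 active = inhibition above about 50% at 20 µM, limit read from the data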;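 also: plate controls were DMSO wells with enzyme for no effect and wells lacking enzyme for full effect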
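Test system: SCP-1 catalytic domain; Buffer or medium: Acidic Tris acetate buffer with magnesium and detergent; Also added: Phosphorylated 17-residue peptide substrate; Compound: single 20 µM dose, 1% DMSO; Schedule: enzyme reaction 45 min at room temperature, colour 5 min, stabilisation 30 min; Signal: Phosphate-binding colour reagent, absorbance read at 630 nm.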
STEP block – STEP (human) phosphatase inhibition; P54829; recombinant STEP, OMFP fluorogenic substrate, fluorescence; inhibition, % at 20 µM; 360,000 compounds, 0.25% hits;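 active = inhibition at 20 µM, scaled per plate between control wells, above about 37%, limit read from the data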;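 also: 0% = DMSO with enzyme and substrate and 100% = substrate only without enzyme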
Target sequence (P54829 whole entry, looked up): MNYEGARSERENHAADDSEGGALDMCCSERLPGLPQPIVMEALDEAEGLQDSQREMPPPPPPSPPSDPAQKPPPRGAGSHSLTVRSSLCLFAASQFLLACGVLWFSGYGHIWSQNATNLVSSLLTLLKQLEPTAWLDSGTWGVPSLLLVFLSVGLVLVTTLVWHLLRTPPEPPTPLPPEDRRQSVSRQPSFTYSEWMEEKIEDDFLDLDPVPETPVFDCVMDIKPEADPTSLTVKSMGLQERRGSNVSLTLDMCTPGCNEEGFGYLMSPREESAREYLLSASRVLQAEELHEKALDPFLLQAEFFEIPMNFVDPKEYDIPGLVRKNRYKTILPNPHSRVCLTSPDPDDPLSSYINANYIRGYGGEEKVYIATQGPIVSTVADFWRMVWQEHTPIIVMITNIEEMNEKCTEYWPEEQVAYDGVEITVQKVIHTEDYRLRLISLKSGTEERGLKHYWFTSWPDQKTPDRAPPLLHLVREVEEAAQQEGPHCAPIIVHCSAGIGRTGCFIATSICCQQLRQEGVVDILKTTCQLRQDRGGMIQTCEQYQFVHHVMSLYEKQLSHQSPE
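Also added – OMFP at 25 µM · Test system – STEP tyrosine phosphatase · Technique – FITC-channel fluorescence of OMFP product · Schedule – 20 min at room temperature, dark · Evaluation – control-normalized % inhibition with plate pattern correction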
CSN inh – CSN deneddylation inhibition. inhibition, % at 12.5 µM. Purified CSN, SCF-Nedd8-OG deneddylation, fluorescence polarization. Q92905. 360,000 compounds, 0.38% hits. AID 651999;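 active = pattern-corrected inhibition above about 35%, with an unprinted fluorescence ratio check between 0.5 and 1.5, limit read from the data, passing the limit was not always enough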;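 also: 0% = enzyme with substrate and 100% = substrate without enzyme; some results filed as inactive read as strong as hits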
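Assay system: purified human Csn5 enzyme expressed in HEK293T cells; measure: % inhibition; also added: SCFSkp2-Nedd8OG substrate at 10 nM final; technique: fluorescence polarization; times: reaction 90 min, room temperature; medium: Tris buffer pH 7.5, NaCl, DTT, Tween-20, trehalose, ovalbumin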
LMPTP inh – LMPTP (human) inhibition. recombinant LMPTP-A, OMFP fluorogenic substrate, fluorescence intensity. 360,000 compounds, 0.22% hits. inhibition, % at 20 µM. P24666;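 active = compounds that cut the enzyme signal by at least half of the control window in the single-dose screen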;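 also: plate controls were DMSO wells with enzyme plus substrate for no effect and substrate without enzyme for full effect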
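Test system: LMPTP-A phosphatase enzyme; input: 0.625 nM LMPTP-A final; reagent: OMFP substrate, 400 µM final; compound dosing: 20 µM single dose, 3% DMSO; incubation: 50 min dark incubation at room temperature; measured by: endpoint fluorescence intensity from OMFP dephosphorylation; measure: % inhibition relative to no-enzyme and uninhibited control wells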
The depositor's hits bear a star; i = inactive; x = not tested or not shown; + = active, no number. Rows were taken by chance. About 3.8% of those tested had a hit in this group.

SMILES	Rpn11 block	Neddylation inh	SUMO1 PPI mod	DNMT1 block	Rin1 Abl inh	NadD inh	Scp-1 inhibitor	STEP block	CSN inh	LMPTP inh
CCn1cc(/C=C/C(=O)Nc2c(C)nn(Cc3ccccc3C)c2C)cn1	i	i	0	0	-1	5	3	1	6	0.7
CC1(Cc2cn(CCC#N)c3ccccc23)OCCO1	i	i	0	-1	-1	-3	-7	1	0	-2.2
COc1ccc(C2=NO[C@@H]3C(=O)N(Cc4ccccc4)C(=O)[C@H]23)cc1OC	i	i	-3	0	1	-5	-3	-1	-4	1.2
O=C(O)CCC(=O)Nc1ccc2c(c1)oc1ccccc12	i	i	-1	0	-1	-6	-3	0	6	-0.3
Cc1ccc(C)c(N2CCN(C(=O)c3cccn4c(=O)c5sccc5nc34)CC2)c1	i	i	-24	-1	-3	-1	-9	3	-1	0.3
COc1ccc([N+](=O)[O-])cc1NC(=O)C(C)OC(=O)C1CC(=O)N(Cc2ccco2)C1 (stereo not drawn)	i	i	-19	4	-3	4	-2	1	-7	0.5
Cc1nn(C)c(C)c1NS(=O)(=O)c1ccccc1Cl	i	i	2	1	4	-1	6	2	-3	1.7
O=C(CSCc1cnn(-c2ccccc2)c1-n1cccc1)NCc1cccs1	i	i	2	-5	1	-10	-3	-1	3	0.6
COc1cc(/C=N/NC(=O)CCc2n[nH]c(=O)[nH]c2=O)cc(OC)c1OC	i	i	3	18	1	-3	-4	-3	-9	0.0
CSc1nc2cc(C)nn2c(-c2ccc(C(C)(C)C)cc2)c1C#N	i	i	-25	6	1	-4	15	0	4	0.1
C=CCn1c(=O)/c(=C/c2ccc(Cl)cc2)s/c1=C(/C#N)c1nnc2n1CCCCC2	i	i	3	1	-1	13	4	-1	2	3.2
O=C(CSc1nnc(-c2cc(-c3cccs3)nc3ccccc23)o1)NC1CCCCC1	i	x	-1	0	3	10	4	2	-1	1.9
CCN1/C(=C/c2ccc3cc(C)ccc3[n+]2CC)Sc2ccc3sccc3c21	+	i	104*	21	-10	44*	47	16	162*	84*
CC1=C(C(=O)Nc2ccc(C)cc2C)C(c2cccs2)NC(=S)N1 (stereo not drawn)	i	i	-2	-2	1	-5	-4	1	1	-2.2
Cc1ccccc1NC(=O)CNC(=O)c1ccc(C(F)(F)F)cc1	i	i	-2	4	1	2	-8	0	2	-1.4
O=C1N(c2ccc3c(c2)OCCO3)C(c2ccccc2)C1(F)F (stereo not drawn)	i	i	-3	2	0	-8	-6	0	0	0.6
Cc1cnc(C(=O)OCC(=O)C23CC4CC(CC(C4)C2)C3)cn1	i	i	-2	1	1	-1	7	-3	2	-0.6
CCn1nnc(NC(=O)C(C)(c2ccccc2)c2ccccc2)n1	i	i	3	0	0	-3	-15	-3	-3	-0.9
CCCCCCCNc1nc(Cl)nc(NCCO)n1	i	i	-1	2	0	-4	-7	0	1	0.2
CCOC(=O)C1=c2/c(=C/c3ccncc3)c(N)c(C(=O)OC)n2C(=O)C(c2ccncc2)S1 (stereo not drawn)	i	i	-9	10	-4	-10	-3	-1	7	-0.1
COC(C[C@@H]1O[C@@H]1C(=O)[C@@H](C)OCc1ccccc1)OC	i	i	4	-3	1	-1	2	-1	-4	-1.9
O=C(Nc1ccc(Cl)cn1)c1ccc(COc2ccccc2Br)o1	i	i	-3	0	2	-1	-2	-1	5	3.9
COc1ccc(NC(=O)Nc2cccs2)cc1OC	i	i	2	-10	1	3	-9	1	5	0.3
Cc1cccn2cc(CNC(=O)CC3CCCC3)nc12	i	i	1	1	1	-4	-3	-3	-6	-0.9
CC(C)C1=CC(=Nc2ccc(S(N)(=O)=O)cc2)C=C(C(C)C)C1=O	i	i	7	-3	3	0	-2	2	1	0.3
CCN(CC)C(=O)c1ccc(C(=O)c2c(C)cc(C)cc2C)cc1	i	i	-3	0	-4	2	0	0	1	0.6
COc1ccc(S(=O)(=O)NC(CC(=O)N2CCc3ccccc32)c2ccco2)cc1 (stereo not drawn)	i	i	-1	-4	1	-6	-17	1	0	-0.9
COc1ccc(OC)c(-n2c(-c3cccc(C)c3)n[nH]c2=S)c1	i	i	1	3	-3	6	9	-2	0	-0.1
COc1ccc(CCNC(=O)c2ccc(-c3ccc([N+](=O)[O-])cc3Cl)o2)cc1	i	i	-18	-8	-3	-4	-40	0	-2	6.1
Cc1cc(N2CCN(c3ccccc3)CC2)nc(-n2nc(C)cc2C)n1	i	i	9	0	-3	3	-2	0	6	0.3

Sorted by SMILES length (ascending): some entries from above.
SMILES	Rpn11 block	Neddylation inh	SUMO1 PPI mod	DNMT1 block	Rin1 Abl inh	NadD inh	Scp-1 inhibitor	STEP block	CSN inh	LMPTP inh
COc1ccc(NC(=O)Nc2cccs2)cc1OC	i	i	2	-10	1	3	-9	1	5	0.3
COC(C[C@@H]1O[C@@H]1C(=O)[C@@H](C)OCc1ccccc1)OC	i	i	4	-3	1	-1	2	-1	-4	-1.9
CC(C)C1=CC(=Nc2ccc(S(N)(=O)=O)cc2)C=C(C(C)C)C1=O	i	i	7	-3	3	0	-2	2	1	0.3

Next part:
SMILES	Rpn11 block	Neddylation inh	SUMO1 PPI mod	DNMT1 block	Rin1 Abl inh	NadD inh	Scp-1 inhibitor	STEP block	CSN inh	LMPTP inh
COCc1c(C(=O)N/N=C/C2CC=CCC2)nnn1-c1nonc1N (stereo not drawn)	i	i	-2	4	-2	-5	-2	44*	-19	-1.4
CCN1C(=O)C(=O)N(CC(=O)c2cc(C)n(C3CC3)c2C)C1=O	i	i	-9	3	4	3	-1	1	5	0.2
Cn1cc(SCC(=O)N2CCCc3ccccc32)c2ccccc21	i	i	2	-3	-2	-1	-17	-1	-1	1.1
COCCn1c(SCC#N)nnc1-c1ccccc1O	i	i	0	3	2	-4	2	-2	-3	-2.1
COc1ccc(C)cc1NC(=O)C1CCN(S(=O)(=O)c2cccc3cccnc23)CC1	i	i	11	-2	-2	7	9	3	-6	1.6
COC1=Nc2ccccc2/C=C\c2ccccc21	i	i	8	0	-2	-2	x	-3	1	-0.3
CN(C)c1nc(N)c([N+](=O)[O-])c(NCc2ccccc2)n1	i	i	-10	0	-1	1	-2	4	3	-0.4
CCNC(=S)Nc1cccc(S(=O)(=O)NC2=NCCC2)c1	i	i	1	1	1	-5	0	3	2	-2.0
CCN(CC(=O)Nc1c(F)cccc1F)C(=O)C1CC1	i	i	3	1	-1	0	-10	0	-1	-0.3
CCOC(=O)C(Oc1ccc(=O)[nH]n1)C(C)=O (stereo not drawn)	i	i	-1	2	0	0	-5	-1	-4	0.6
C/C=C/Cn1c(SCc2ccccc2)nc2c1c(=O)[nH]c(=O)n2C	i	i	0	1	-1	0	-6	7	-2	-2.9
CC(C)CCn1c(=O)c2ccccc2n2c(CCl)nnc12	i	i	-2	1	-3	1	1	-2	2	-1.9
N#Cc1c(N2CCN(C(=O)c3ccco3)CC2)nc(-c2ccccc2)c2c1CCCC2	i	x	-4	-6	1	11	1	1	2	7.6
COC(=O)c1ccc(CSc2nc3c(cnn3-c3ccccc3)c(=O)[nH]2)o1	i	i	15	0	0	3	-9	1	4	-1.6
CC(=NNC(=O)c1ccncc1)c1cc(Cl)ccc1Cl	i	i	0	-3	2	0	-8	-4	-5	-1.7
C/C(=N\NC(=O)c1ccccc1)c1ccccc1F	i	i	-2	5	-2	-2	-1	-2	9	-0.7
CC(C)(C)OC(=O)n1cc(/C=N/NC(=O)c2ccco2)c2ccccc21	i	i	-5	-1	1	-8	-7	-2	0	2.1
CN(Cc1nc(-c2ccccn2)no1)S(=O)(=O)c1ccc(Br)cc1	i	i	0	1	0	-8	4	4	-1	-2.0
COc1ccc(-c2nc3ccc(Br)cn3c2Cc2ccccc2)cc1OC	i	i	7	-18	2	8	x	1	5	1.3
CCN(c1ccccc1)S(=O)(=O)c1ccc(Cl)nc1	i	i	5	1	2	-8	-5	-1	-5	-0.8
O=C1c2ccc([N+](=O)[O-])cc2C(=O)N1c1ccc([N+](=O)[O-])cn1	i	i	-28	5	-4	-2	3	-4	2	-0.8
O=C(c1c(F)cccc1F)N1CCN(c2ncc(Br)cn2)CC1	i	i	-1	6	1	-3	7	-3	4	-2.6
COCCNC(=O)C1(C)CCCN(Cc2cc(C(F)(F)F)ccc2Cl)C1 (stereo not drawn)	i	i	9	3	0	5	x	0	0	-1.1
CCCNC(=O)C1(C)CCN(C(=O)C2(c3ccc(Cl)cc3)CCCC2)C1 (stereo not drawn)	i	i	2	5	-2	2	x	-4	-1	-1.8
CCc1ccc(/C=C2/C(=O)N(CC)C(=S)N2C)s1	i	i	-7	3	7	-3	-6	3	3	2.2
O=C(Cn1c2c(c(=O)n3ncnc13)CCC2)N/N=C/c1cccs1	i	i	-7	5	1	-5	-15	-2	2	-1.4

Molecules above that contain a furan ring, fused or not (8):
SMILES	Rpn11 block	Neddylation inh	SUMO1 PPI mod	DNMT1 block	Rin1 Abl inh	NadD inh	Scp-1 inhibitor	STEP block	CSN inh	LMPTP inh
O=C(O)CCC(=O)Nc1ccc2c(c1)oc1ccccc12	i	i	-1	0	-1	-6	-3	0	6	-0.3
COc1ccc([N+](=O)[O-])cc1NC(=O)C(C)OC(=O)C1CC(=O)N(Cc2ccco2)C1 (stereo not drawn)	i	i	-19	4	-3	4	-2	1	-7	0.5
O=C(Nc1ccc(Cl)cn1)c1ccc(COc2ccccc2Br)o1	i	i	-3	0	2	-1	-2	-1	5	3.9
COc1ccc(S(=O)(=O)NC(CC(=O)N2CCc3ccccc32)c2ccco2)cc1 (stereo not drawn)	i	i	-1	-4	1	-6	-17	1	0	-0.9
COc1ccc(CCNC(=O)c2ccc(-c3ccc([N+](=O)[O-])cc3Cl)o2)cc1	i	i	-18	-8	-3	-4	-40	0	-2	6.1
N#Cc1c(N2CCN(C(=O)c3ccco3)CC2)nc(-c2ccccc2)c2c1CCCC2	i	x	-4	-6	1	11	1	1	2	7.6
COC(=O)c1ccc(CSc2nc3c(cnn3-c3ccccc3)c(=O)[nH]2)o1	i	i	15	0	0	3	-9	1	4	-1.6
CC(C)(C)OC(=O)n1cc(/C=N/NC(=O)c2ccco2)c2ccccc21	i	i	-5	-1	1	-8	-7	-2	0	2.1
